Screens from PubChem BioAssay.
GLA spleen mod = qHTS Assay for Inhibitors and Activators of Human alpha-Galactosidase From Spleen Homogenate; Alpha-galactosidase A (Homo sapiens), P06280; human spleen homogenate, 4MU-alpha-Gal fluorescence, 40 min; Potency, µM (titrated, usually from 80 µM), without a hit: at the top dose activity change, negative = inhibition, usual class: inhibitors; actives 0.008% (n = 240,000);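 also: potency is read from the fitted curve at half-maximal effect; 0% = enzyme with vehicle and -100% = no enzyme basal signal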
Target sequence (P06280 32-429 limits assumed): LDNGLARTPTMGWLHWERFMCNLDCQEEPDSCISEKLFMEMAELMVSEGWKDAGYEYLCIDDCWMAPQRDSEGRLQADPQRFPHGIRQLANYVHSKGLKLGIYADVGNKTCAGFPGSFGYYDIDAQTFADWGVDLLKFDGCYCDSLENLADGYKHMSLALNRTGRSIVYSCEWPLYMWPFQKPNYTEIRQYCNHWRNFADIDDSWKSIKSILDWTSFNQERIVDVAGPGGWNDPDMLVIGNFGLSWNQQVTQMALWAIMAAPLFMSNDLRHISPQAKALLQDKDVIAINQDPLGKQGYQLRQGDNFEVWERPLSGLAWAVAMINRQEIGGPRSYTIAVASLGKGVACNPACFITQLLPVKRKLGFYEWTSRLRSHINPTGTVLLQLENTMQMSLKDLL
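Inhibition or activation of alpha-galactosidase in human spleen homogenate is scored by 4-MU fluorescence after 40 min at 37C, pH 5.0, with 1 mM substrate. AC50s come from concentration-response fitted to the Hill equation.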
TR SRC2 fluor cs = Total Fluorescence Counterscreen for Inhibitors of the Interaction of Thyroid Hormone Receptor and Steroid Receptor Coregulator 2 | TRb/SRC2 Texas Red total fluorescence interference | Potency, µM (titrated, usually from 106 µM), for inactives: at the highest dose fluorescence change, negative = quenching | actives 0.29% (n = 280,000); active = well fitted curve in either direction with a large enough effect; inconclusive = small, poorly fitted or top-dose-only effect; also: potency is read from the fitted curve at half-maximal effect; % is scaled to controls: 0 for no effect and ±100 for the full control effect
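Human TRb ligand-binding domain at 0.6 uM with 20 nM Texas Red SRC2 peptide in Tris buffer containing 1 uM T3 and 5% DMSO, incubated with compound 5 h at ambient temperature. Total fluorescence (555/632 nm) calculated as parallel + 2 × perpendicular.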
NPSR antagonist = qHTS Assay for Antagonists of the Neuropeptide S Receptor: cAMP Signal Transduction; CHO-NPSR cells, cAMP TR-FRET, antagonist mode; Potency, µM (titrated, usually from 38.3 µM), for inactives: at the highest dose activity change, negative = inhibition, actives largely listed as inhibitors; AID 1461, 2008; Q6W5P4; actives 1% (n = 220,000); also: potency is read from the fitted curve at half-maximal effect; % is scaled to controls: 0 for no effect and ±100 for the full control effect; nearly all actives have a fitted effect of over 50% in size; many of its hits are not listed in these tables
Epigenetic derep = Quantitative High-Throughput Screen for Regulators of Epigenetic Control; murine LDR cells, GFP reporter derepression, 30 h; Potency, µM (titrated, usually from 53.9 µM), for inactives: top-dose GFP activation, actives largely listed as activators; actives 0.2% (n = 280,000); also: potency is read from the fitted curve at half-maximal effect; % of control where 0% means no effect; nearly all actives have a fitted effect of over 60% in size
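In this reporter-derepression format, murine cells bearing a silenced integrated CMV-GFP locus incubate with test compound (30 h, 37 C), then are washed and imaged; fluorescent objects of 20–120 um count as induced cells.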
Tau fluor cs = Counterscreen qHTS for Inhibitors of Tau Fibril Formation, Fluorescence Polarization | tau K18 P301L Alexa594 fluorescence, heparin fibrillization | actives 0.93% (n = 280,000) | AID 1463, 2008 | Potency, µM (doses to about 57.7 µM), for inactives: at the highest dose activity change, negative = decrease; also: potency is read from the fitted curve at half-maximal effect; % is scaled to controls: 0 for no effect and ±100 for the full control effect; nearly all actives have a fitted effect of over 55% in size
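Human tau K18 P301L (15 uM unlabeled, 0.24 uM Alexa 594-labeled) in 100 mM sodium acetate pH 7 with 20 uM heparin, 6 hr at 37 C. ThT 30 uM added, 1 hr ambient; Alexa 594 FP and total fluorescence read at 555/632 nm.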
Tau FP inhib = qHTS for Inhibitors of Tau Fibril Formation, Fluorescence Polarization; AID 1468, 2008; K18 P301L tau heparin fibrillization, Alexa594 FP, 6 h; Microtubule-associated protein tau (Homo sapiens), P10636; Potency, µM (top dose mostly 57.7 µM), for the others: top-dose activity, negative = inhibition, most hits filed as inhibitors; actives 0.39% (n = 280,000); also: potency is read from the fitted curve at half-maximal effect; % is scaled to controls: 0 for no effect and ±100 for the full control effect; nearly all actives have a fitted effect of over 55% in size
Target sequence (P10636 561-689 P618L limits assumed): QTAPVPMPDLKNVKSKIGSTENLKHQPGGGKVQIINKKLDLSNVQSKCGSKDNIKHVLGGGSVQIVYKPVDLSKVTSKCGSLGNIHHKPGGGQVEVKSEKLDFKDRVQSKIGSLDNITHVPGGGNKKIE
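Read-out: fluorescence polarization of Alexa 594-labeled tau (0.24 uM), 555 nm excitation, 632 nm emission. Mixtures held 15 uM unlabeled K18 P301L, compound and 20 uM heparin, pH 7 acetate buffer, incubated 6 hr at 37 C.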
CBFb-RUNX1 inh = qHTS Assay for Compounds Blocking the Interaction Between CBF-beta and RUNX1 for the Treatment of Acute Myeloid Leukemia; Runt-related transcription factor 1 (Homo sapiens) + Core-binding factor subunit beta …; AlphaScreen CBFb-His/RUNX1-biotin binding, biochemical; Potency, µM (top dose mostly 59.8 µM), without a hit: at the top dose activity, negative = inhibition, most hits filed as inhibitors; 230,000 tested, under 10 active; AID 1477, 2009; also: % of control where 0% means no effect
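Read-out: AlphaScreen. Format: His-CBF-beta with biotinylated RUNX1 (30 nM each) preincubated 20 min, compound 15 min, Ni-chelate plus streptavidin beads 90 min; room temperature throughout.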
TRb-SRC2 inh = qHTS for Inhibitors of the Interaction of Thyroid Hormone Receptor and Steroid Receptor Coregulator 2; Potency, µM (titrated, usually from 106 µM), without a hit: at the highest dose activity change, negative = inhibition, actives largely listed as inhibitors; TRbeta-SRC2 peptide binding, fluorescence polarization; receptor liganded with 1 µM T3; actives 0.065% (n = 280,000); AID 1469, 2008; Thyroid hormone receptor beta (Homo sapiens), P10828;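 also: potency is read from the fitted curve at half-maximal effect; plate controls were bound peptide for no effect and peptide without receptor for full effect; nearly all actives have a fitted effect of over 50% in size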
Target sequence (P10828 whole entry, looked up): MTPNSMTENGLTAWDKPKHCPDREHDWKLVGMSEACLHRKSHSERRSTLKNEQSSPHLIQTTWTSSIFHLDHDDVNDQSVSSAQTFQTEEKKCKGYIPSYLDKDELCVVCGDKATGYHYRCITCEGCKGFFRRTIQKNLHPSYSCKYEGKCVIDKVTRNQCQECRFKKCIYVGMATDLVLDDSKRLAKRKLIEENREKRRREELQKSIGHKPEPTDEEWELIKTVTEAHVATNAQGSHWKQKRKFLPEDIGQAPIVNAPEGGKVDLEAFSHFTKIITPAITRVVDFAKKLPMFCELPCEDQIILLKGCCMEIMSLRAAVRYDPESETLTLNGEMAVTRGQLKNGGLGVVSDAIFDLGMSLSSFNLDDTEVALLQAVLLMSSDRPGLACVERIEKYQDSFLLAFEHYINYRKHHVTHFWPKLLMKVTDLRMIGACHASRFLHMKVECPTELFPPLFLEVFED
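Compounds were added to 0.6 uM TRb ligand-binding domain and 20 nM Texas Red-labeled SRC2 peptide in Tris buffer containing 1 uM T3, incubated 5 hr at ambient temperature, then read by fluorescence polarization.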
* marks the source's active call; other numbers are inactive results; u = inconclusive; x = not tested or not shown; & = joins results of further samples; [ ] = remark or other dose. Unless noted, calls follow the shape of the dose curve; as a rule, active = well fitted curve in the direction sought with a large enough effect; inconclusive = small, poorly fitted or top-dose-only effect, or another doubt; inactive = no such curve, though single readings can be large; an effect the other way counts as inactive or inconclusive. The list is partial; count on the stated rates, not on these rows.

SMILES | GLA spleen mod | TR SRC2 fluor cs | NPSR antagonist | Epigenetic derep | Tau fluor cs | Tau FP inhib | CBFb-RUNX1 inh | TRb-SRC2 inh
Cn1c(Cl)c(/C=N/OC(=O)C2CC2)c2ccccc21 | 1% | -4% | 4% | 1.1% | -7% | -7% | 15% | -6%
O=C1c2ccccc2-c2onc3ccc(NCCCn4ccnc4)c1c23 | -3% | 45µM*[fluorescent] | -29%[46.1 µM] | 0.0% | u | 20µM* | u | 16µM*
COc1ccc(C2CC3(O)NC(=O)C(C#N)(C3C)C2(C#N)C#N)cc1 (stereo not given) | -11% | 0% | 24% | 0.2% | 2% | 1% | 1% | 3%
COc1cccc(C(c2sc3nc(C)nn3c2O)N2CCN(c3ccccc3F)CC2)c1 (stereo not given) | -1% | 3% | -5%[46.1 µM] | 0.0% | -3% | 15% | -5% | 4%
Cc1cc(C)c2oc(=O)cc(CN3CCN(Cc4ccc5c(c4)OCO5)CC3)c2c1 | -10% | 3% | -21%[46.1 µM] | -4.6% | -4% | 5% | -1% | 1%
Cc1ccc(CN2C(=O)SC(Nc3ccc(Cl)cc3)C2=O)cc1 (stereo not given) | x | 2% | x | -0.1% | u | u | x | -4%
COc1ccc(CC(=O)N2CCN(c3ccccn3)CC2)cc1 | -1% | -6% | u | -1.8% | 4% | 2% | -1% | 5%
COc1ccccc1C(=O)Nc1ccccc1C(=O)OCc1cc(=O)n2c(C)csc2n1 | x | 0% | x | u | -1% | 0% | x | 6%
O=C(O)CN1CCNCC1 | -4% | 1% | -7%[46.1 µM] | -4.7% | -1% | 2% | 22% | 3%
COc1cc(O)c(C(C)=O)c(OC)c1 | 5% | -2% | x | 7.5% | -20% | -7% | x | -5%
Cn1c(-c2ccc(S(=O)(=O)N3CCCC3)cc2)csc1=Nc1ccc(Cl)c(Cl)c1 | x | -4% | x | -1.6% | -20% | 1% | x | 9%
COC(=O)c1ccccc1S(=O)(=O)N1Cc2cc([N+](=O)[O-])ccc2Oc2ccccc21 | -3% | -3% | -28%[46.1 µM] | 0.1% | u | 7% | -21% | 3%
CCN1CCN(Cc2nc3c(c(=O)n(C)c(=O)n3C)n2C(C)C(C)=O)CC1 (stereo not given) | -4% | 5% | -1%[46.1 µM] | 6.5% | -5% | -9% | 0% | 2%
CCN1CC(CN(C)Cc2nc(-c3cccs3)no2)CC1=O (stereo not given) | 16% | -3% | -8% | 7.4% | -9% | -12% | 8% | 3%
O=C(Nc1ccc2c(c1)oc1ccccc12)N1CCOCC1 | 4% | 0% | -12%[46.1 µM] | 1.7% | -14% | 6% | -3% | -4%
CCCCC(CC)COC(=O)c1ccccc1C(=O)O (stereo not given) | -1% | -6%[201 µM] | x | x | x | x | 0%[21.7 µM] | 0%[201 µM]
COc1ccc(Br)cc1/C=N/NC(=O)c1ccc(COc2ccc3c(c2)CCC3)o1 | 5% | -1% | -13%[46.1 µM] | -1.3% | -9% | -15% | 1% | -2%
CCOC(=O)c1c(-c2ccccc2)oc2ccc(O)c(CN(C)C)c12 | 0% | 2% | 17%[46.1 µM] | 1.5% | -15% | 2% | 2% | -1%
Cc1cccc(-c2noc(CCCC(=O)N3CCOCC3)n2)c1 | 7% | -4% | 7%[46.1 µM] | -1.0% | -9% | -4% | 5% | 4%
COc1ccc(C2C3=C(CCCC3=O)NC3=C2C(=O)c2ccccc23)cc1 (stereo not given) | 4% | -5% | 21%[7.67 µM] | -0.3% | u | 3% | u | -1%
COc1cc(/C=N/n2c(C)n[nH]c2=S)ccc1OCc1ccccc1 | -13% | 0% | -13% | 0.0% | -19% | 3% | -19% | 1%
COc1ccc(CN2C(=O)CN=C2Nc2cccc(C)c2C)cc1 | -6% | -1% | -22%[46.1 µM] | -0.8% | -7% | -4% | -3% | 5%
Cc1c(Br)cc(C(=O)OC2CCN(C)CC2)c(C)c1C | -10% | 1% | 30%[46.1 µM] | 1.9% | 2% | -3% | 0% | -1%
Cc1sc2ncnc(SCC(=O)NNC(=O)COc3cccc4ccccc34)c2c1C | -5% | -3% | 0%[46.1 µM] | -1.4% | -5% | -6% | 2% | -10%
COc1ccc(CCNC(=O)CCCn2nc(C)c([N+](=O)[O-])c2C)cc1OC | 7% | 0% | 10% | 0.3% | -7% | 3% | 3% | 5%
More records follow:
SMILES | GLA spleen mod | TR SRC2 fluor cs | NPSR antagonist | Epigenetic derep | Tau fluor cs | Tau FP inhib | CBFb-RUNX1 inh | TRb-SRC2 inh
CC(C)COC(=O)c1ccc2c(c1O)C(=O)c1ccccc1C2=O | 7% | -3% | -15%[46.1 µM] | 2.8% | u | 10% | -14% | -9%
Cc1ccc(C)c(N2CCN(C(=O)c3cnc4c(-c5ccccc5)c(C)nn4c3C)CC2)c1 | x | -1% | x | u | -5% | 1% | x | -3%
Cn1c(=O)c2c(ncn2CC(=O)N/N=C/c2c[nH]c3ccccc23)n(C)c1=O | 2% | 0% | -27% | -0.3% | -7% | -1% | u | -1%
CCCCOc1c(Cl)cc(CNC(C)(C)CO)cc1OCC | -6% | -4% | 3%[46.1 µM] | 0.0% | -8% | -6% | 7% | 3%
O=C(N/N=C/c1cccc(NC(=O)c2ccc(Cl)cc2)c1)c1cccc(O)c1 | -2% | -3% | -13% | -2.7% | u | u | 9% | 3%
COc1cc(-c2nc3n(n2)C(c2ccc(F)cc2)C(C(N)=O)=C(C)N3)cc(OC)c1OC (stereo not given) | x | -3% | x | -6.8% | -7% | -2% | x | -3%
CCC(C)NCCOCCOc1cc(C)c(Cl)c(C)c1 (stereo not given) | -1% | -2% | -8% | -1.9%[10.1 µM] | -2% | -6% | 0% | -10%
CCn1c(SCC(=O)NCc2ccc3c(c2)OCO3)nnc1-c1cccs1 | -1% | -6% | -2%[46.1 µM] | 0.9% | 10% | -3% | -10% | 1%
O=C(CSc1nnc(-c2cccs2)n1-c1ccccc1)N1CCOCC1 | 10% | -6% | -5%[46.1 µM] | -1.1% | 0% | 1% | 7% | -8%
Cc1ccc(C(=O)OCC(=O)N2CCC(Cc3ccccc3)CC2)cc1N | 5% | -5% | -13% | -0.6% | -18% | 2% | 14% | -5%
CC(Nc1c([N+](=O)[O-])c(=O)oc2ccccc12)c1ccccc1 (stereo not given) | 1% | -2% | 3% | -3.1% | -8% | -6% | 3% | -6%
CC(=O)N1CCN(c2ccc(NCc3ccc(F)cc3)cc2)CC1 | 2% | 10% | -20%[46.1 µM] | 0.8% | u | u | -12% | -10%
O=C(NCc1ccco1)C1CCCN(S(=O)(=O)c2ccc(Br)cc2)C1 (stereo not given) | -9% | 0% | 17% | 0.4% | -14% | -5% | -1% | -1%
O=C(O)c1ccccc1-c1cn2cc(Cl)ccc2n1 | -1% | 0% | 4% | 0.0% | 1% | 2% | 14% | -3%
CC[C@@H]1C(c2ccccc2)=NN(c2ccccc2)[C@H]1C(=O)N1CCOC1=O | -5%[119 µM] | u | x | 3.0% | u | 8%[81.3 µM] | u | 5%
Cc1ccc(NC(=O)CSc2ncc3ccccn23)cc1C | 0% | 0% | -8% | 1.7% | 13% | 2% | -1% | 0%
COc1ccc(CN/C=C2\CCCCC2=O)cc1 | -4% | 1% | -2%[46.1 µM] | -2.1% | 3% | 0% | 4% | 0%
C=CCOc1ccc(/C=C2\SC(=S)N(N3CCOCC3)C2=O)cc1 | 7% | -1% | -2%[7.67 µM] | -1.4% | -7% | -9% | -7% | -2%
COc1ccc(NC(=O)Nc2cn(CC(C)C)c(=O)c3ccccc23)c(OC)c1 | x | -8% | x | -1.3% | -26% | 7% | x | 6%
CC1CC(C)CN(CCCNC(=O)C2CCN(c3ncnc4c3sc3cccc(F)c34)CC2)C1 (stereo not given) | 6% | -2% | -17% | 0.3% | 1% | 0% | 5% | 1%
COc1ccc(Cn2c(=O)c3oc4ccccc4c3n(Cc3cccc(C(F)(F)F)c3)c2=O)cc1 | x | -5% | x | 2.5% | -7% | -21% | x | 2%
CCCCN(C(=O)Nc1ccc(Cl)cc1)C1CCN(C(C)=O)CC1 | 6% | -2%&0% | -15%[46.1 µM] | 0.0%&4.1% | 0%&-6% | -9%&-12% | -9% | -5%&-5%

Structural class: those above containing a nitro group on carbon (3)
SMILES | GLA spleen mod | TR SRC2 fluor cs | NPSR antagonist | Epigenetic derep | Tau fluor cs | Tau FP inhib | CBFb-RUNX1 inh | TRb-SRC2 inh
COC(=O)c1ccccc1S(=O)(=O)N1Cc2cc([N+](=O)[O-])ccc2Oc2ccccc21 | -3% | -3% | -28%[46.1 µM] | 0.1% | u | 7% | -21% | 3%
COc1ccc(CCNC(=O)CCCn2nc(C)c([N+](=O)[O-])c2C)cc1OC | 7% | 0% | 10% | 0.3% | -7% | 3% | 3% | 5%
CC(Nc1c([N+](=O)[O-])c(=O)oc2ccccc12)c1ccccc1 (stereo not given) | 1% | -2% | 3% | -3.1% | -8% | -6% | 3% | -6%

3 compounds from above, sorted by molar mass, ascending:
SMILES | GLA spleen mod | TR SRC2 fluor cs | NPSR antagonist | Epigenetic derep | Tau fluor cs | Tau FP inhib | CBFb-RUNX1 inh | TRb-SRC2 inh
COc1ccc(CN/C=C2\CCCCC2=O)cc1 | -4% | 1% | -2%[46.1 µM] | -2.1% | 3% | 0% | 4% | 0%
CCCCOc1c(Cl)cc(CNC(C)(C)CO)cc1OCC | -6% | -4% | 3%[46.1 µM] | 0.0% | -8% | -6% | 7% | 3%
O=C(N/N=C/c1cccc(NC(=O)c2ccc(Cl)cc2)c1)c1cccc(O)c1 | -2% | -3% | -13% | -2.7% | u | u | 9% | 3%
